Source: PubChem BioAssay (several laboratories)
UHRF1 binding: UHRF1 methylated DNA binding inhibitors, primary screen, counter-screen for MBD2 inhibitor project, biochemical, TR-FRET, human UHRF1, single concentration; AID 687016, 2013; actives 0.75% (n = 370,000); UHRF1 binding to methylated oligo; inhibition, % at 4.4 µM; in the data active means inhibition above about 21%;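 further: UHRF1 SRA domain binding a hemimethylated CpG hairpin DNA probe; 0% = median of test compound wells and 100% = reference inhibitor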
PG9 binder: binders of HIV-1 gp120 antibody PG9, primary screen, biochemical, TR-FRET | actives 0.43% (n = 360,000) | HIV-1 gp120 / PG9 antibody interaction | inhibition, % at 6.7 µM | AID 624416, 2012 | TR-FRET gp120-PG9 antibody binding; in the data active means inhibition above about 8.5%
Rev-erbA mod: modulators of Rev-erb alpha DNA binding, primary screen, biochemical, FITC-DNA, fluorescence polarization, uHTS | actives 0.79% (n = 370,000) | activity, % at 10 µM | Rev-erbα–FITC-DNA binding, 90 min | Nuclear receptor subfamily 1 group D member 1 (Homo sapiens), P20393 | AID 1259318, 2017;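 active means activity above about 14%, limit read from the data; passing the limit was not always enough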;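 further: 0% = DMSO wells with 35 nM protein and 100% = DMSO wells with 750 nM protein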
Target sequence (P20393 whole entry, looked up): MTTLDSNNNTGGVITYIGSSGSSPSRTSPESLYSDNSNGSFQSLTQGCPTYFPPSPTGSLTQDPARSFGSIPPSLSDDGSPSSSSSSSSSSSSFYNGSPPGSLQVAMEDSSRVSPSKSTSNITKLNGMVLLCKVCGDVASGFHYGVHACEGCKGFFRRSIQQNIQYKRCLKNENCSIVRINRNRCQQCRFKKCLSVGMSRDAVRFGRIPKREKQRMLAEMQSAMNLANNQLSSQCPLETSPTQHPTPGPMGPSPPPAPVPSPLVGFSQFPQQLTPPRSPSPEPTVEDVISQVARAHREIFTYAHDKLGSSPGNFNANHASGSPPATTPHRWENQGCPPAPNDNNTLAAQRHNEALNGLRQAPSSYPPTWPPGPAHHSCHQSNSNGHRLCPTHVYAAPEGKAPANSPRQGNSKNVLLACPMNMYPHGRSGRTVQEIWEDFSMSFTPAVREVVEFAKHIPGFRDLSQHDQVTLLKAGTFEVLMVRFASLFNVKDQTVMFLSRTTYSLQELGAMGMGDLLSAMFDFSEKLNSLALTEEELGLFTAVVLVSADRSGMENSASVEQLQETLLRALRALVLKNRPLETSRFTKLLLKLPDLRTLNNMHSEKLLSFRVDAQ
rCAG RNA binder: binders of r(CAG) RNA repeats, primary screen, biochemical, fluorescence; inhibition, % at 3 µM; AID 651821, 2012; actives 1.3% (n = 370,000); r(CAG) RNA repeat, TO-PRO-1 dye displacement fluorescence;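 active means inhibition above the plate cutoff, the mean of all test compounds on that plate plus 3 SD, cut at about 35% in these data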;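 further: 0% = DMSO alone and 100% = 100 µM mitoxantrone as full dye displacement; higher means more dye released from RNA so lower well fluorescence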
TCR-CD3 inh: inhibitors of human TCR-CD3 interaction, primary screen, biochemical, fluorescence, TAMRA-labeled TCR probe; AID 651800, 2012; T-cell receptor (TCR); inhibition, % at 9.4 µM; actives 0.37% (n = 360,000); in the data active means inhibition above about 19%;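 further: recombinant mutant TCR 2C K166C tagged with TAMRA read by polarization; 0% = receptor in buffer alone and 100% = receptor with positive control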
mABHD4 FP: ABHD4 inhibitors, primary screen, biochemical, fluorescence polarization, mouse | actives 0.54% (n = 370,000) | inhibition, % at 8.92 µM | purified mABHD4, FP-Rh probe fluorescence polarization;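 active means inhibition exceeding the mean over every tested compound plus 3 SD, cut at about 30% in these data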;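 further: 0% = plate median of compound wells and 100% = S159A mutant with DMSO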
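assay system = mABHD4 protein | compound dosing = single nominal dose of 8.92 µM, 0.89% DMSO final | read-out basis = percent inhibition of probe binding, normalized to plate controls | schedule = Enzyme–compound pre-incubation 45 min, then probe 60 min, both 25 °C | detection = fluorescence polarization, excitation 525 nm, emission 598 nm, BODIPY TMR filters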
LEDGF integ inh: blockers of LEDGF/p75-dependent integrase strand transfer – biochemical, TR-FRET, high throughput, primary screen; HIV-1 integrase (with human LEDGF/p75); TR-FRET IN-LEDGF/p75 DNA integration, Eu/Cy5; inhibition, % at 3.7 µM; actives 0.64% (n = 370,000); AID 743269, 2014;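 active means inhibition above the screen-wide mean plus 3 SD, cut at about 13% in these data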;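 further: signal is the Cy5 over europium emission ratio at 671 and 618 nm; 0% = plate median of compound wells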
PRMT1 inh: PRMT1 methyltransferase inhibitors, primary screen, biochemical, fluorescence polarization | AID 652257, 2013 | actives 1.3% (n = 370,000) | inhibition, % at 2.79 µM | Protein arginine N-methyltransferase 1 (Homo sapiens), Q99873 | recombinant PRMT1, activity-based probe fluorescence polarization;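 active means inhibition above about 21% made by adding two undisclosed values, limit read from the data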
MBD2 DNA inh: inhibitors of MBD2 binding to methylated DNA, primary screen, biochemical, TR-FRET, DNA-binding domain, human | actives 0.31% (n = 370,000) | MBD2 binding to methylated oligonucleotide | inhibition, % at 4.4 µM | Methyl-CpG-binding domain protein 2 (Homo sapiens), Q9UBB5; in the data active means inhibition above about 13%
HTRA1 inhibitor: HTRA1 serine protease inhibitors, primary screen, biochemical, fluorescence polarization, HTS | Q92743 | recombinant HTRA1, FP-rhodamine activity-based probe | inhibition, % at 5.96 µM | actives 0.5% (n = 340,000); in the data active means inhibition above about 36%;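 further: 0% = enzyme with DMSO and 100% = wells lacking enzyme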
Target sequence (Q92743 whole entry, looked up): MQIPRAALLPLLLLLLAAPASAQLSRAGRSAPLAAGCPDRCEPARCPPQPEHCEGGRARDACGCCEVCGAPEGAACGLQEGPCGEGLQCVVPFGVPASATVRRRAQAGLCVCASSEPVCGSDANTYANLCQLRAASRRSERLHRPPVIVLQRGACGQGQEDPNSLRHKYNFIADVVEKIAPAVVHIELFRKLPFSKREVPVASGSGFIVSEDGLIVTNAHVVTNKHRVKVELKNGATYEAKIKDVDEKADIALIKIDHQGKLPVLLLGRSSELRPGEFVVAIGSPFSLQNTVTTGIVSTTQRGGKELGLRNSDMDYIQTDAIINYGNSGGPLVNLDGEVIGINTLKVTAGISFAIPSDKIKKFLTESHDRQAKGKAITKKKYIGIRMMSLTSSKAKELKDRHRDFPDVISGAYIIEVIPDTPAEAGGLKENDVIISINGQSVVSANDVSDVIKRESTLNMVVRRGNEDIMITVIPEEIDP
Numbers without * were called inactive; x = not tested or not shown.

SMILES | UHRF1 binding | PG9 binder | Rev-erbA mod | rCAG RNA binder | TCR-CD3 inh | mABHD4 FP | LEDGF integ inh | PRMT1 inh | MBD2 DNA inh | HTRA1 inhibitor
Cc1cc(=O)[nH]c(N/N=C/c2c[nH]c3ccccc23)n1 | -3 | -3.2 | -3 | 5 | -10 | -1 | 0 | 0 | 3 | 3
Cc1ccc2nc3ccc(N4CCCCCCC4)nn3c(=O)c2c1 | -1 | -2.5 | 2 | 0 | -2 | -4 | -3 | 0 | 1 | -11
COC(=O)C(C)N(c1ccc(C)cc1)S(=O)(=O)c1c(C)[nH]c(=O)[nH]c1=O (stereo not given) | 0 | 0.9 | 1 | -2 | 6 | -1 | 0 | 3 | -2 | 3
CCC(=O)N1CCc2cc(S(=O)(=O)NC(C(=O)N3CCN(c4ccc(F)cc4)CC3)C(C)C)ccc21 (stereo not given) | -3 | -0.9 | 0 | -4 | -3 | -3 | 4 | -3 | -3 | 5
CCC(=O)Nc1ccc(NC(=O)c2cc3ccccc3o2)cc1 | -4 | -1.6 | 2 | 2 | 10 | -1 | -2 | 4 | 4 | 0
Cc1occc1-c1nnc(SCC(=O)NCCc2ccccc2)n1Cc1ccccc1 | -4 | 0.5 | -1 | -10 | 3 | 4 | 2 | 1 | -5 | -6
Cc1[nH]nc2c1C(c1ccc(-c3ccc(Cl)cc3)o1)C(C#N)=C(N)O2 (stereo not given) | -10 | -1.7 | -7 | 7 | 3 | 4 | -1 | 3 | -6 | 0
CCOc1ccc(NC(=S)N2CCC(N(C)CC3CCCO3)CC2)cc1 (stereo not given) | -1 | -1.2 | 0 | -2 | 3 | -3 | 2 | -4 | 2 | -1
c1ccc(COc2ccc(OCCCN3CCCCC3)cc2)cc1 | 2 | 0.8 | 1 | -8 | -1 | 11 | 0 | 0 | 1 | -1
CCc1cccc(N(C(=O)c2csnn2)C(C(=O)NC(C)(C)CC)c2ccccn2)c1 (stereo not given) | -3 | -0.2 | 4 | -9 | 7 | 4 | 0 | -3 | -3 | -4
Cc1ccc2cccc(NC(=O)c3ccc(Br)o3)c2n1 | -4 | 0.5 | 7 | 4 | 5 | -4 | 0 | -7 | -7 | -6
CC(Cc1cccs1)NC(=O)Nc1ccc(Cl)c(Cl)c1 (stereo not given) | 5 | 1.2 | 0 | 8 | 0 | -34 | -3 | -2 | 1 | -39
CC1=C(C(=O)OCC(Br)(Br)Br)C(c2cccc([N+](=O)[O-])c2)NC(=O)N1CCCC(=O)O (stereo not given) | -3 | 0.1 | -2 | 20 | -5 | 4 | 1 | 0 | -3 | 3
CN(C(=O)c1cccc(S(=O)(=O)N2CCCCC2)c1)C1CCS(=O)(=O)C1 (stereo not given) | 5 | -1.3 | -1 | -1 | -3 | 5 | -4 | 5 | 2 | 1
O=C(Oc1c(Cl)cc(Cl)c2cccnc12)N1CCOCC1 | -3 | 0.3 | -3 | -4 | 6 | 1 | 3 | -2 | -4 | 6
Cc1cccc(-c2nnc(SCC(=O)C(C)(C)C)n2C)c1 | 1 | 0.6 | -6 | -7 | 0 | 3 | 1 | -1 | -4 | 6
CCc1nc2c(OCCOc3ccccc3)cccn2c1N(C)C(=O)c1cccs1 | -4 | -0.8 | 1 | 3 | 1 | -6 | 6 | -3 | -2 | x
COC(=O)C1CCN(C(=O)c2cc(OC)c(OC)c(OC)c2)CC1 | -1 | 0.1 | 2 | -3 | 7 | -6 | 1 | -1 | -2 | -1
CN(C)c1ccc(/C=N/NC(=O)c2cccc(N3CCCC3=O)c2)cc1 | -1 | -15 | 2 | -5 | 4 | -8 | -1 | 2 | -4 | 4
COc1ccc(NC(=O)C(NC(=O)c2ccc(=O)[nH]c2)c2ccc(OC)cc2)cc1 (stereo not given) | 2 | 2.8 | -4 | 3 | 5 | -3 | -1 | 3 | 2 | -2
Cc1nc(CN(C)Cc2nc(Cc3ccccc3Cl)no2)cs1 | 4 | -0.6 | 2 | 1 | 3 | -2 | 2 | 1 | 2 | -3
CN1CCC(N(C)S(=O)(=O)c2ccc(NC(=O)COc3ccc([N+](=O)[O-])cc3)cc2)CC1 | 0 | -1.4 | 0 | 1 | 4 | -4 | 2 | 1 | 0 | -1
O=C(CCN1C(=O)/C(=C/c2ccco2)SC1=S)Nc1ccc(C(=O)O)c(O)c1 | 62* | -4.7 | -11 | 90* | -2 | -14 | 54* | 39* | 21* | -12
Cc1nn(-c2ccccc2)c(N2CCCC2)c1/C=C1\N=C(c2ccc(OC(C)C)cc2)OC1=O | 4 | 0.7 | -5 | 1 | 12 | 1 | 0 | -2 | -6 | 4
COc1ccc(NC(=O)C2CCN(S(=O)(=O)c3ccc(Br)s3)CC2)cc1OC | -1 | -1.5 | 0 | 2 | 7 | 1 | 0 | 0 | -1 | -2
Cc1oc(C(C)(C)C)cc1C(=O)Nc1ccc(C(=O)O)cc1 | -3 | -2.8 | -5 | 5 | 3 | -13 | 1 | 3 | 1 | 0
COc1ccc(NC(C)=O)cc1S(=O)(=O)Nc1ccc2c(c1)OCCO2 | -1 | 1.0 | -1 | 0 | -1 | 2 | 2 | -1 | 3 | 4
COc1ccc(N=C2SCC(=O)N2CCc2ccc(OC)c(OC)c2)cc1 | -1 | -0.1 | -4 | -10 | -10 | -1 | -1 | 2 | 5 | 7
CSc1nc(NCCCO)c2c3c(sc2n1)CN(C)CC3 | 3 | -1.3 | -5 | -1 | 7 | 2 | 0 | -2 | 1 | -7
Cc1ccc(Nc2ccncc2S(N)(=O)=O)cc1 | 0 | -0.9 | 0 | -1 | 1 | -8 | 7 | 0 | -2 | x
Cc1cc(=O)[nH]c(SCC(=O)c2ccc3c(c2)NC(=O)CO3)n1 | 5 | -1.9 | 7 | 7 | -4 | 5 | -5 | 10 | 3 | 4
CCN(C(=O)COC(=O)c1ccccc1NCCO)C1CCS(=O)(=O)C1 (stereo not given) | -1 | -3.0 | -4 | 0 | -3 | 2 | 0 | -4 | -3 | 4
CCCn1c(N)c(N(CCOC)C(=O)c2ccc([N+](=O)[O-])c(C)c2)c(=O)[nH]c1=O | 1 | -1.6 | -1 | 4 | -8 | -5 | 0 | -1 | -6 | -3
O=c1[nH]c(=O)n(CCOc2ccc(Cl)cc2)cc1Br | 1 | 0.1 | 2 | 6 | 1 | -4 | 3 | 0 | -2 | 2
Cc1ccc(Nc2nc(C(=O)N3CCC(C(=O)N4CCN(C)CC4)CC3)cs2)cc1 | 2 | -0.5 | -1 | -6 | 4 | -2 | 2 | -1 | -1 | -5
COc1cc(CN2CCC(C(=O)NC(c3ccc(-c4ccccc4)cc3)c3cnccn3)CC2)cc(OC)c1 (stereo not given) | -2 | 1.1 | -3 | 5 | 5 | 7 | 6 | -3 | -2 | x
O=C1NNC(c2ccccc2)=N/C1=C\c1ccccc1 | -6 | -0.8 | 3 | 2 | -3 | 0 | 0 | 2 | -8 | -1
Cc1cc(C)n2cc(CSc3ccccn3)nc2n1 | 2 | 0.8 | -1 | -4 | -6 | -1 | -3 | 3 | 4 | 3
COc1cc2c(cc1OC)/C(=C/C(=O)c1cccc([N+](=O)[O-])c1)NCC2 | -2 | -0.2 | 4 | 4 | 0 | 2 | -2 | 0 | 2 | -16
Fc1ccccc1Cc1noc(CN2CCN(c3ccc(Cl)cn3)CC2)n1 | 0 | 0.3 | 0 | -8 | -2 | 0 | -5 | 1 | 2 | -10
Cc1ccc(CNC(=O)CSCc2ccccc2)cc1 | 0 | -1.7 | -3 | -3 | 6 | 0 | 3 | 1 | -3 | -2
NC(=O)Cn1cc(/C=N/NC(=O)c2ccc(Cn3cc(Cl)cn3)o2)c(-c2ccccc2)n1 | -1 | -1.1 | -3 | -3 | 7 | 4 | -2 | -2 | 1 | -2
CCN(CC)CCNC(=O)C1CCCCN1S(=O)(=O)c1cccc([N+](=O)[O-])c1 (stereo not given) | 1 | -1.5 | -3 | 0 | -2 | 8 | -5 | -3 | -3 | -8
CN(C)CCCC(C)(O)C(C)(C)c1ccccc1 (stereo not given) | -2 | -1.4 | -1 | -1 | 1 | 4 | 2 | 0 | 0 | 6
Clc1ccc2nc(-c3ccc(Cl)nc3)[nH]c2c1 | -3 | 0.2 | 7 | 5 | 0 | -12 | -3 | -2 | 0 | -20
CC1CCCN(S(=O)(=O)c2ccc(NC(=O)CN3CCCCC3)cc2)C1 (stereo not given) | 18 | -2.0 | -5 | -11 | 4 | -5 | 0 | 0 | 5 | -5
O=C(NC1CC1)C1=C[C@H](c2c[nH]c3ccccc23)C[C@H](OCc2ccc(CO)cc2)O1 | 1 | -2.2 | 2 | 6 | 1 | 9 | 4 | 3 | -2 | -5
O=C(NCc1ccccc1)C1=C[C@H](c2ccc(C(F)(F)F)cc2)C[C@H](OCc2ccc(CO)cc2)O1 | 3 | -2.7 | -2 | 2 | 8 | -31 | 1 | -1 | 3 | -69
O=C(O)C[C@H]1c2ccccc2S(=O)(=O)N1C1CCCCC1 | -2 | -2.4 | -2 | 0 | 10 | 0 | 1 | -3 | 0 | -1
C#CCOC(=O)CCCC(=O)Nc1ccccc1OC | 0 | -1.8 | -3 | 0 | 9 | 4 | -1 | -1 | -4 | -10
COc1ccc(/C(N)=N/OC(=O)CCC2CCCC2)cc1 | -1 | -0.2 | 0 | -4 | 3 | 1 | 0 | 4 | -3 | -1
Cc1ccc(N(C(=O)c2csnn2)C(C(=O)NC2CCCCC2)c2cccnc2)cc1C (stereo not given) | -2 | -0.1 | -5 | -5 | 2 | -3 | -1 | 0 | -2 | 0
CC(=O)CSc1nnc(-c2ccco2)n1-c1ccccc1 | 0 | -2.6 | 0 | -1 | 3 | 7 | 1 | 2 | 3 | 6
CCCOc1ccc(CNC(=O)c2ccc3c(c2)N(CC)CCS3)cc1 | 2 | 1.7 | 7 | 12 | -3 | 8 | -6 | 28* | 0 | -8
CON(C)C(=O)/C=C/c1ccc([B-](F)(F)F)cc1 | 1 | -1.0 | 2 | 1 | 4 | 42* | 0 | 0 | 1 | 2

2 of the compounds above, as labelled records:
CC1CCCN(S(=O)(=O)c2ccc(NC(=O)CN3CCCCC3)cc2)C1 (stereo not given)
  UHRF1 binding = 18; PG9 binder = -2.0; Rev-erbA mod = -5; rCAG RNA binder = -11; TCR-CD3 inh = 4; mABHD4 FP = -5; LEDGF integ inh = 0; PRMT1 inh = 0; MBD2 DNA inh = 5; HTRA1 inhibitor = -5
O=C(NC1CC1)C1=C[C@H](c2c[nH]c3ccccc23)C[C@H](OCc2ccc(CO)cc2)O1
  UHRF1 binding = 1; PG9 binder = -2.2; Rev-erbA mod = 2; rCAG RNA binder = 6; TCR-CD3 inh = 1; mABHD4 FP = 9; LEDGF integ inh = 4; PRMT1 inh = 3; MBD2 DNA inh = -2; HTRA1 inhibitor = -5

These rows are one share of the data; the hit share may differ from the screen's.
